# PERK inhibitor: block of dimerizer-induced PERK translation repression, primary screen, PERK inhibitor project, CHO PERK-DD cells, SEAP luminescence, HTS; AID 1416, 2008; CHO PERK-DD fusion, SEAP luminescence translation reporter; 0.17% of 220,000 active; inhibition, % at 5.6 µM; Eukaryotic translation initiation factor 2-alpha kinase 3 (Homo sapiens), Q9NZJ5;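 active = inhibition above the mean inhibition of all tested compounds plus 3 SD, set separately per screening campaign, cut at about 2.9% in these data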;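 also: PERK kinase domain activated by AP20187 dimerizer at 100 nM; 0% = DMSO with dimerizer and 100% = rapamycin at 8.4 µM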
# S1P4 agonist: S1P4 receptor agonists, primary screen, cell-based | Sphingosine 1-phosphate receptor 4 (Homo sapiens), O95977 | S1P4-expressing cell line, agonist reporter assay | activation, % at 4.98 µM | 0.35% of 220,000 active | AID 1509, 2009; in the data active = activation above about 11%;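 also: 0% = DMSO vehicle and 100% = reference agonist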
# Target sequence (O95977 whole entry, looked up): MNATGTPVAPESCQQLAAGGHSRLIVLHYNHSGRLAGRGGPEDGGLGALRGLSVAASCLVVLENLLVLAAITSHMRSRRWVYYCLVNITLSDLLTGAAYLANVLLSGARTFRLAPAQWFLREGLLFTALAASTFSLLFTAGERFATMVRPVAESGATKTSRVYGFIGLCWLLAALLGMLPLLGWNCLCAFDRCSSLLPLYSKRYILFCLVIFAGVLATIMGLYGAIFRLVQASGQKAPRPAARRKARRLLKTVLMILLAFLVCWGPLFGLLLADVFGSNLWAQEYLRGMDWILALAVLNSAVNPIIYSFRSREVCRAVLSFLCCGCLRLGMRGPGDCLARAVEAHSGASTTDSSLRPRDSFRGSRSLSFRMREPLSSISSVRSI
# Ba/F3 V617F tox: reduced viability of JAK2V617F-dependent Ba/F3 cells, primary screen, JAK2V617F inhibitor project, cell-based, Ba/F3 EpoR-JAK2V617F, luminescence; ATP luminescence; inhibition, % at 5.6 µM; 1.1% of 220,000 active;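 active = inhibition above the campaign mean plus 3 SD over all tested compounds, cut at about 24% in these data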;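 also: cytokine-independent growth of Ba/F3 cells driven by EpoR plus mutant JAK2; 0% = DMSO-treated cells and 100% = JAK inhibitor I control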
# NPY-Y2 PAM-ag: NPY-Y2 potentiators or agonists, primary screen, cell-based; Neuropeptide Y receptor type 2 (Homo sapiens), P49146; cells expressing NPY-Y2, potentiator/agonist read-out; activation, % at 3.6 µM; 0.45% of 220,000 active; in the data active = activation above about 27%;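 also: cells stimulated with NPY near EC25 plus isoproterenol at EC100; 0% = vehicle plus submaximal agonist and 100% = vehicle plus saturating agonist; some results beyond the cut were filed as inactive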
# S1P4 antag: S1P4 receptor antagonists, primary screen, cell-based; Sphingosine 1-phosphate receptor 4 (Homo sapiens), O95977; S1P4-expressing cells, antagonist mode, reporter read-out; inhibition, % at 4.98 µM; 0.26% of 220,000 active; AID 1510, 2009; in the data active = inhibition above about 29%;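 also: 0% = wells stimulated with agonist and 100% = vehicle wells without agonist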
# Mdm2 ligase inh: MDM2-luciferase reporter signal enhancers, primary screen, MDM2 E3 ligase inhibitor project, cell-based, luminescence, 1536-well. E3 ubiquitin-protein ligase Mdm2 (Homo sapiens), Q00987. cell-based MDM2 ubiquitination luciferase reporter, 2 h; 0 = plate control, 100 = twice control, blank-subtracted. signal enhancement, % at 5 µM. 0.11% of 210,000 active;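 active = signal enhancement of 30% or more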;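 also: luminescence tracks abundance of the self-degrading MDM2-luciferase fusion protein; higher signal means inhibition of MDM2 E3 ligase activity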
#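 Test system: mammalian cells stably expressing self-ubiquitinating, self-degrading MDM2 E3–luciferase fusion; Amount: 2000 cells in each well; Medium: DMEM; Schedule: 4 h settle plus 2 h compound, 37 °C; Technique: SteadyLite luciferase luminescence after 15 min room-temperature reagent incubation; Benchmarks: plate control and blank wells.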
# BaF3 parental: parental Ba/F3 cell viability inhibition, counter-screen for JAK2V617F inhibitor project, murine pro-B, CellTiter-Glo luminescence; CellTiter-Glo ATP luminescence; inhibition, % at 5.6 µM; 1.1% of 220,000 active; AID 1486, 2009;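 active = inhibition above a per-campaign cutoff, the mean inhibition of all tested compounds plus 3 SD, cut at about 27% in these data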;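 also: 0% = DMSO wells and 100% = JAK Inhibitor I control wells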
# eIF4E-4G inh: eIF4E–eIF4G protein interaction inhibitors, primary screen, biochemical, uHTS, TR-FRET, eIF4GI fragment; Eukaryotic translation initiation factor 4E (Mus musculus) + Eukaryotic translation …; TR-FRET eIF4E-eIF4GI(517-606) binding, 2 h; inhibition, % at 21.7 µM; 0.37% of 220,000 active; AID 782, 2007;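 active = inhibition above about 30%, limit read from the data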;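 also: 0% = full FRET control wells and 100% = background wells lacking eIF4GI fragment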
# Wee1 stabilizer: Wee1 degradation inhibitors, primary screen, cell-based, HeLa, Wee1K328M-luciferase, luminescence; reporter increase, % at 5 µM; 1.2% of 220,000 active; Wee1-like protein kinase (Homo sapiens), P30291; HeLa Luc-Wee1K328M stability; 100% = proteasome inhibitor MG132 effect; AID 1321, 2008;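 active = activation above the mean of all tested compounds plus 3 SD, set per screening run, cut at about 8.8% in these data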;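 also: cells exposed to compound for 20 h before luminescence read; 0% = DMSO alone and 100% = MG132 at 30 µM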
# Target sequence (P30291 whole entry K328M): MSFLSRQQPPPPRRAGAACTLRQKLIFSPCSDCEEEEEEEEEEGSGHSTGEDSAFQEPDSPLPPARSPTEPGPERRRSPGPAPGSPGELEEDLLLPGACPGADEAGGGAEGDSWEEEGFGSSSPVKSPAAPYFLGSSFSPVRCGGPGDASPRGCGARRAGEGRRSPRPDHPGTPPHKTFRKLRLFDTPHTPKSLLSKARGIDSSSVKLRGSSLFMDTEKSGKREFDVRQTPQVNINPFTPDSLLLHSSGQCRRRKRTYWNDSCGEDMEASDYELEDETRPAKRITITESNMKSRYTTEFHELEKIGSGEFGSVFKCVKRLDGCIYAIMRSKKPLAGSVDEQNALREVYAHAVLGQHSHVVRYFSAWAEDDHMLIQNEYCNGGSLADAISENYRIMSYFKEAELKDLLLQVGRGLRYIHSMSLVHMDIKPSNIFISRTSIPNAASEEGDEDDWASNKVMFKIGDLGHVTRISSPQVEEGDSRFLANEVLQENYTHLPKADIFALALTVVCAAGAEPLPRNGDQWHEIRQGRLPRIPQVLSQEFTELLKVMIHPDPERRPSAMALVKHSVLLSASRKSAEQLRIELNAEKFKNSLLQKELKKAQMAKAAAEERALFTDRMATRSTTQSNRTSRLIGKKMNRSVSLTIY
# * = called active by the depositor; · = not tested or not shown; [ ] = another dose, or the depositor's remark. Not a hit list. Share with any hit: about 4.1%.
# Below each compound – Mdm2 ligase inh	S1P4 agonist	PERK inhibitor	BaF3 parental	NPY-Y2 PAM-ag	eIF4E-4G inh	S1P4 antag	Ba/F3 V617F tox	Wee1 stabilizer
COc1ccc(C(=O)CSc2nnc(CNc3ccc(F)cc3)o2)cc1
 : -9	-0.2	-0.1	3	-1	-1	-8	-2	-2
CCOC(=O)c1ccccc1NC(=O)CSc1nc(N)cc(N)n1
 : 1	1.3	0.0	1	15	0	-8	3	-3
Cc1ccc(-n2nc3c(c2NC(=O)c2ccc4c(c2)OCO4)CSC3)c(C)c1
 : -15	-0.2	-0.8	9	0	-7	4	6	1
CNc1nc(Cl)c(SC)c(NC2CCCCC2)n1
 : -12	0.8	1.6	2	-9	-7	-20	2	0
COC(=O)[C@H](CC(C)C)NC(=O)Nc1ccc(F)cc1
 : -10	1.0	0.8	-2	1	3	12	-5	0
Cc1ccc(NC(=O)Cc2nc(CCl)cs2)cc1
 : 0	1.4	0.0	2	6	1	-23	0	2
CC1=NNC(=O)C1Oc1ccccc1 (centres undefined)
 : -25	0.6	0.4	-2	6	2	-17	-6	3
CCN(C(=S)NCc1ccccc1)c1ccccc1
 : 0	0.8	0.2	1	1	-2	6	0	-2
CCOc1cc(-c2noc(-c3ccncc3)n2)cc(Br)c1OC
 : -21	-0.1	0.9	12	0	3	-15	-2	2
CN(C)c1ccc(P(=O)(OC2CCCCC2)C(O)c2cccnc2)cc1 (centres undefined)
 : -15	1.3	0.7	0	5	-5	0	-2	12*
CCCN1Cc2cccc(C(=O)Nc3ccc(C)cc3)c2C1=O
 : -11	0.0	0.1	1	-1	-4	3	-4	0
CN1CCN(/N=C/c2ccc(N(C)c3ccccc3)cc2)CC1
 : -29	-0.1	1.2	10	4	7	-1	5	5
CN(c1ccc(OCC(=O)Nc2nc(-c3ccccc3)cs2)cc1)S(=O)(=O)c1ccc(F)cc1
 : -2	-2.1	-0.2	0	-3	1	-4	-5	-3
O=C(CN(Cc1ccccc1)S(=O)(=O)c1ccc2c(c1)OCCO2)N/N=C/c1cccc(Br)c1
 : -10	-1.2	0.1	9	11	0	-12	-2	2
CCCCOc1cccc(C(=O)NC(=S)Nc2cccnc2)c1
 : -6	4.1	1.2	3	-9	0	-9	-3	0
COc1ccc(O)c(-c2cc(-c3ccccc3[N+](=O)[O-])[nH]n2)c1
 : 1	1.0	0.2	4	18	-1	-5	-1	7
NC(=O)C1CCN(C(=O)CCCCCn2c(=O)[nH]c3ccsc3c2=O)CC1
 : -15	-0.1	0.9	1	-1	-5	4	0	1
CCOc1cc(N2CCOCC2)c(OCC)cc1NC(=O)CN1CCCC(C)C1 (centres undefined)
 : 2	0.8	-0.8	-3	5	2	-27	-2	0
N#C/C(=C\N1CCOCC1)C(N)=O
 : -1	0.6	0.6	-2	15	2	-9	-1	6
CC(=O)OCCn1c(Br)nc2c1c(=O)[nH]c(=O)n2C
 : 2	1.6	0.2	-2	6	-2	-5	-3	0
O=C1CCc2cc(S(=O)(=O)N3CCC(C(=O)NCc4ccccc4Cl)CC3)ccc2N1
 : -13	2.6	-0.3	5	13	-4	-9	0	2
Cc1ccc(OCC(=O)OCc2c(C)noc2C)cc1C
 : -32	-2.9	0.1	5	2	-1	-1	-3	-1
COc1ccccc1CNC(=O)c1cc(=O)c2ccccc2o1
 : -2	0.7	0.5	11	2	6	4	5	1
O=C1NC(=Nc2ccc3ccccc3c2)S/C1=C/c1ccco1
 : -4	-0.8	0.2	16	-16	7	11	6	1
Cc1nc(CS(=O)(=O)c2ccc(Cl)cc2)cc(N2CCOCC2)n1
 : -11	1.6	0.4	3	6	-2	5	3	-1
NS(=O)(=O)c1ccc(NC(=O)CN2CCN(S(=O)(=O)/C=C/c3ccccc3)CC2)cc1
 : ·	0.8	0.6	-1	-8	6	-5	-2	1
Cc1nc2ccccc2nc1OCc1cccc([N+](=O)[O-])c1
 : 1	1.1	2.0	8	-3	3	-9	-1	-2
COc1ccccc1-n1cnnc1SCC(=O)Nc1cccc(S(=O)(=O)N2CCCCC2)c1
 : -4	0.7	-0.9	-1	-5	0[fluorescence artefact?]	-1	-4	-2
CN1C2C=C3C(C#N)=C(N)C(C#N)(C#N)[C@@H](c4ccc(Cl)cc4)[C@@H]3C1CC2 (some centres undefined)
 : -18	0.2	-0.2	4	6	0	0	1	4
O=C(Cn1ncc2c(=O)oc3ccccc3c21)N1CCC(N2CCCCC2)CC1
 : -15	-2.8	0.7	5	-4	3	-5	0	0
CN1CCN(CCC(=O)Nc2ccc(F)c(F)c2)CC1
 : -4	4.0	0.5	4	4	-7[fluorescence artefact?]	-25	0	2
CCCCc1ccc(NC=C2C(=O)OC3(CCCCC3)OC2=O)cc1
 : -4	-1.5	0.1	5	-6	3	3	0	-1
Cc1ccccc1NC(=O)c1nc[nH]c1C(=O)NCc1ccccc1
 : -8	11	1.2	5	-17	-13	-13	0	7
CCOc1ccccc1N/C(=C(/C(Cl)=C(Cl)Cl)[N+](=O)[O-])n1cncn1
 : -16	-0.8	-0.7	3	-1	-5	-4	0	5
Cc1cccc(C)c1NC(=O)N1CCC(N2CCCCC2)CC1
 : -15	-1.7	1.1	0	7	-3	-2	-3	1
CCOC(=O)CSc1ncnc2c1c(-c1ccccc1)cn2-c1ccc(OC)cc1
 : -14	1.2	-0.4	4	-14	5	-25	2	-1
C[N+](C)(C)CCCCCCC(=O)/C=N/O
 : -11	-0.1	1.2	-5	2	-5	-3	-3	2
Cc1c(C#N)c(NC(=O)c2ccccc2)n(Cc2ccccc2)c1C
 : -4	-1.5	-2.1	4	-3	2	-7	6	-2
CCOC(=O)C1CCCN(S(=O)(=O)c2ccc(OC)c3ccccc23)C1 (centres undefined)
 : -11	0.5	-1.0	3	-16	-1	7	0	-3
CC(C)[C@H](NC(=O)c1ccco1)C(=O)OCc1cc(=O)n2c(n1)sc1ccccc12
 : 6	0.7	1.3	8	-28	29	-3	3	2
Oc1ccc(O)c(Cc2nc3ccccc3[nH]2)c1
 : -26	-1.6	1.0	3	-18	0	15	0	-2
COc1cccc(CC2(CO)CCCN(Cc3ccc4c(c3)OCCO4)C2)c1 (centres undefined)
 : -2	-0.1	0.3	9	-26	1	3	5	1
CCOc1cc2[nH]c(=O)n(Cc3ccc(C(=O)NCCOC)cc3)c(=O)c2cc1OCC
 : -13	1.1	0.8	1	0	-7	-3	-2	1
COc1ccc(C(=O)CN2CCN(S(=O)(=O)c3cccc([N+](=O)[O-])c3)CC2)cc1OC
 : -12	-0.6	-0.9	1	2	-4[fluorescence artefact?]	-4	-1	-2
CC(C)N1CCc2c(sc(NC(=O)c3ccc(S(=O)(=O)N4CCOCC4)cc3)c2C#N)C1
 : -15	-0.4	0.9	3	6	-4	-13	-4	0
CCNC(=S)NNC(=O)c1csc2c1CCCC2
 : -6	-1.0	-0.1	1	-10	0	4	3	-1
COC(=O)CCC(NC(=O)OCc1ccccc1)C(=O)NC(CC(C)C)C(=O)OC (centres undefined)
 : -15	0.2	-0.7	0	-14	0	-8	2	0
Cc1ccc(S(=O)(=O)N2c3ccccc3-c3c(ssc3=S)C2(C)C)cc1
 : 5	-0.6	0.7	7	19	-1	4	0	-1
Cc1cccc(N(C2C=CS(=O)(=O)C2)S(=O)(=O)c2ccccc2)c1 (centres undefined)
 : -11	-1.0	-0.3	-2	9	1[fluorescence artefact?]	-10	-4	-2
CCc1cc(C(=O)NNC(=S)NCC2CCCO2)cs1 (centres undefined)
 : -16	0.3	0.6	-2	3	6[fluorescence artefact?]	12	-4	-2
CC(=O)NC(C(=O)OCC(=O)N(c1ccccc1)c1ccccc1)C(C)C (centres undefined)
 : -14	-0.3	-0.6	1	-12	-9	5	3	1
O=C(N/N=C/c1ccc(O)cc1O)/C(=C/c1ccccc1)CCO
 : -8	-1.9	0.3	8	12	-4[fluorescence artefact?]	-6	1	2
O=C(COc1ccc(Cl)cc1)N1CCN(C(=O)c2cccc(F)c2)CC1
 : -17	0.3	0.2	1	-8	5	-10	-2	-1
Cc1ccc(-c2ccc(/C=N/NC(=O)CN3CCOCC3)o2)cc1[N+](=O)[O-]
 : -8	-2.2	0.6	-1	-14	1	1	-3	0
CC(C)CNC(=S)Nc1ccccc1F
 : -2	0.1	0.6	2	-3	5	-7	-5	-1
COc1ccc(Cc2nnc(NS(=O)(=O)c3ccccc3)s2)cc1
 : -1	1.3	0.4	9	-23	7	-14	1	-3
FC(F)c1nnc2c(Cl)cc(C(F)(F)F)cn12
 : 2	1.4	-0.2	3	-3	1	-3	4	3
CO/N=C/c1ccc(OC)c(Oc2nc(OC)cc(OC)n2)c1
 : -33	-0.3	0.8	10	-14	2	-5	-1	5
O=C(Nc1cc(C(F)(F)F)ccc1N1CCCCC1)c1ccco1
 : 4	3.2	1.4	-2	-9	0	-4	-5	0
Nc1ncnc2c1ncn2C1OC(CO)C(O)C1N (centres undefined)
 : -14	1.0	0.5	-1	2	0	-4	-3	2

# Further entries:
# Below each compound – Mdm2 ligase inh	S1P4 agonist	PERK inhibitor	BaF3 parental	NPY-Y2 PAM-ag	eIF4E-4G inh	S1P4 antag	Ba/F3 V617F tox	Wee1 stabilizer
CC(C)(CO)CNC(=O)CC1C(=O)NCCN1CC(c1ccccc1)c1ccccc1 (centres undefined)
 : -19	-0.7	0.1	6	-2	4	11	4	-2
CN(C1CCCCC1)S(=O)(=O)c1ccc(NC(=O)C2CCCCC2)cc1
 : -5	-0.5	-0.3	4	1	4	0	1	0
O=C(/C=C/c1cccnc1)/C=C/c1cccnc1
 : 39*	0.2	-0.8	103*	-42	-1	98*	95*	18*
Cc1ccc(S(=O)(=O)c2c(N)n(Cc3ccco3)c3nc4ccccc4nc23)cc1C
 : -18	2.1	-1.0	6	6	-3	-2	-1	1
CCOC(=O)C1(CCc2ccccc2)CCN(C(=O)CCn2cncn2)CC1
 : -7	-1.0	0.1	8	12	0	-4	0	0
COc1ccc(C2C3C(=O)N(N(C)c4ncc(C(F)(F)F)cc4Cl)C(=O)C3ON2C)cc1 (centres undefined)
 : -5	1.4	-0.2	2	8	-3	-17	2	0
O=C(NC(Cc1ccccc1)C(=O)NC1CC1)OCc1ccccc1 (centres undefined)
 : -9	0.9	1.2	3	0	4	-5	0	-2

# Screening data (PubChem)
